High-throughput results as filed in PubChem.
VLA-4 inh – inhibition in a human VLA-4 binding assay. P13612. VLA-4 expressing cells, ligand binding flow cytometry. inhibition, % (about 7 µM as worked out from the volumes in the protocol). actives 0.2% (n = 330,000); in the data active = inhibition above about 50%
GRK2 aptamer HTS – human GRK2 inhibition via aptamer displacement; actives 0.59% (n = 330,000); inhibition of aptamer binding, % at 10 µM; bead flow cytometry, FAM-aptamer displacement from GRK2; P25098;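 active = inhibition of aptamer binding above 40%, roughly 3 SD of noise, on plates passing a quality check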;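 also: median bead fluorescence of bound FAM aptamer so fluorescent compounds give negative values; no value below 0 was filed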
Target sequence (P25098 whole entry, looked up): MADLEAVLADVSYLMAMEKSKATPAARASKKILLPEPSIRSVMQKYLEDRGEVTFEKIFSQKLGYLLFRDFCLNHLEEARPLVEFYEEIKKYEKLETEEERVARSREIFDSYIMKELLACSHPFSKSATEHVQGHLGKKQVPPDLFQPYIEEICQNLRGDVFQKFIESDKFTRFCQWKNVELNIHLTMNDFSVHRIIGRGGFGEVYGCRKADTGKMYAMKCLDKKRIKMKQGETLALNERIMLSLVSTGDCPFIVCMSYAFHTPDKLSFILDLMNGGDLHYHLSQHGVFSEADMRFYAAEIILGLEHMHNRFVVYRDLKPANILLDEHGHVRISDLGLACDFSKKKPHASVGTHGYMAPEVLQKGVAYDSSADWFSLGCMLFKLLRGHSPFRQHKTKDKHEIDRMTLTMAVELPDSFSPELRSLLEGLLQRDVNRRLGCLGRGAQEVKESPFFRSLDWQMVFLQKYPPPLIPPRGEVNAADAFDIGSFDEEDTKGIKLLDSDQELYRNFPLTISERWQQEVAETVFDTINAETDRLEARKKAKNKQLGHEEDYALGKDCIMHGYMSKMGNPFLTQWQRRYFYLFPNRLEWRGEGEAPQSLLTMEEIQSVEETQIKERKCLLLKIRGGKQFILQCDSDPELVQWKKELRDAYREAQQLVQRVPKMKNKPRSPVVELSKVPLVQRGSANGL
AGP1 TOR yeast – modulators of TOR pathway AGP1-GFP in S. cerevisiae. GFP response vs DMSO, % at 10 µM. S. cerevisiae AGP1-GFP multiplex flow cytometry, 3 h; GFP as percent of DMSO wells. actives 0.02% (n = 320,000);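 active = GFP response relative to DMSO above a set limit, near screen average plus 3 SD, cut at about 150% in these data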;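 also: median GFP channel fluorescence of the gated AGP1 strain per well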
Fam108B inh – counter-screen for RBBP9 inhibitors: inhibitors of mouse Fam108B; recombinant Fam108B, FP-Rh probe fluorescence polarization; inhibition, % at 9.51 µM; actives 0.33% (n = 300,000);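 active = inhibition above the screen mean inhibition plus 3 SD, computed separately per campaign, cut at about 18% in these data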;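 also: inhibitors lower polarization as less probe binds the enzyme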
CIT2 TOR yeast – modulators of TOR pathway CIT2-GFP in S. cerevisiae. GFP response vs DMSO, % at 10 µM. S. cerevisiae CIT2-GFP strain, flow cytometry, 3 h; 100 means same as DMSO wells. actives 0.065% (n = 320,000);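 active = GFP response relative to DMSO above a set limit, near the screen mean plus 3 SD, cut at about 150% in these data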;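 also: ratio of well median GFP fluorescence to mean of DMSO wells on the plate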
Bcl-xL primary – Bcl-xL (human) inhibition | GST-Bcl-xL / FITC-Bim BH3 peptide fluorescence polarization | inhibition, % at 10.9 µM | actives 0.7% (n = 320,000);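 active = inhibition above the mean of all tested compounds plus 3 SD, cutoff set per campaign, cut at about 30% in these data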;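 also: 0% = DMSO wells and 100% = unlabeled Bim-BH3 peptide competitor; inhibitors lower millipolarization by displacing the labeled peptide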
MEX-5 binding – C. elegans MEX-5 TCR-2 RNA binding activity. Q9XUB2. activity score (negative = inhibition of binding), % at 10 µM. MEX-5/FITC-TCR2 RNA binding, fluorescence polarization; hits give low values. actives 0.38% (n = 300,000);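 active = inhibition past about -25% in most replicates, and total fluorescence under double the plate's negative control median, limit read from the data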;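 also: 0% = DMSO and -100% = 5 µM competing unlabeled TCR2 RNA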
GLD-1 TGE inh – GLD-1-TGE RNA interaction inhibition (C. elegans). inhibition, % at 5.96 µM. purified GLD-1 + fluorescein TGE RNA, fluorescence polarization. Q17339. actives 0.44% (n = 320,000). AID 2280;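 active = percent inhibition above a per-plate cutoff, the plate mean of test compounds plus 3 SD, cut at about 30% in these data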;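 also: 0% = DMSO wells with GLD-1 and probe and 100% = wells lacking GLD-1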
MCL1 BIM primary – inhibitors of human MCL1 binding to BIM-BH3 peptide; actives 0.68% (n = 320,000); AID 2057; inhibition, % at 10.9 µM; GST-MCL1 / FITC-Bim-BH3 fluorescence polarization;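 active = inhibition above the mean inhibition of all tested compounds plus 3 SD, set per campaign, cut at about 40% in these data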;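 also: 0% = DMSO wells and 100% = unlabeled Bim-BH3 peptide control; higher means more loss of mP so more displacement of Bim peptide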
Target sequence (Q07820 whole entry, looked up): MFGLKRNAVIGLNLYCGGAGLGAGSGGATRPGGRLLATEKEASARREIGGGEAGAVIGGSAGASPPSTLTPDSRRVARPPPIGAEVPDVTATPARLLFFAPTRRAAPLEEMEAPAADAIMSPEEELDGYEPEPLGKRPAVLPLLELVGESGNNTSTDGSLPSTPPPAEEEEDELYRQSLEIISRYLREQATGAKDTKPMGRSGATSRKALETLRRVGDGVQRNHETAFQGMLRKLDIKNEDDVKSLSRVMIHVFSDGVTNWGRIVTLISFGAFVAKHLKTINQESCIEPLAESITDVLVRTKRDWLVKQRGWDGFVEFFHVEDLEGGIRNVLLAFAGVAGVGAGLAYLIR
The depositor's hits bear a star; · = not tested or not shown.

SMILES | VLA-4 inh | GRK2 aptamer HTS | AGP1 TOR yeast | Fam108B inh | CIT2 TOR yeast | Bcl-xL primary | MEX-5 binding | GLD-1 TGE inh | MCL1 BIM primary
O=C(NCc1cccs1)C1CC(=O)N(c2ccc(F)cc2)C1 (centres undefined) | 3 | 1 | 106 | -1 | 95 | 5 | 1.6 | 4 | 3
COc1ccc(N2CCN(C(=O)c3ccc(OCC4CCCO4)cc3)CC2)cc1 (centres undefined) | -8 | 1 | 97 | 3 | 87 | 1 | 0.2 | -5 | -6
Cc1ccccc1NC(=O)C(=O)c1cn(C)c2ccccc12 | 9 | 0 | 106 | -6 | 102 | 3 | 2.4 | 4 | -2
Cc1cc(C(=O)NC(C)c2ccccc2)c2cc(F)ccc2n1 (centres undefined) | -5 | 2 | 98 | 3 | 96 | 5 | -2.9 | 4 | 3
O=C(c1cccnc1)N1CCN(S(=O)(=O)c2ccc(S(=O)(=O)N3CCCC3)cc2)CC1 | -26 | 0 | 104 | -3 | 104 | -2 | -2.9 | -5 | 1
O=C1OC(C(=O)Nc2nccs2)Cc2ccccc21 (centres undefined) | -1 | 0 | 100 | -8 | 104 | -1 | 0.3 | 3 | -7
COc1ccc(Cl)cc1S(=O)(=O)N1CCN(c2ccc(F)cc2)CC1 | 12 | 0 | 97 | -2 | 91 | 7 | -1.0 | -4 | 7
CCN(C(=O)CSc1nc(N)cc(N)n1)C1CCS(=O)(=O)C1 (centres undefined) | -2 | 3 | 91 | 1 | 95 | 5 | -3.4 | -2 | 10
C/C(=N\NS(=O)(=O)c1c(C)cc(C)cc1C)c1ccncc1 | 10 | 6 | 102 | 1 | 108 | 5 | -2.7 | 2 | 4
O=C(CSc1ccccc1)N[C@@H](Cc1ccccc1)C(=O)O | · | · | · | -1 | · | 5 | -1.6 | -2 | 9
CC(C)c1ccc(-c2nnn(CCC#N)n2)cc1 | 1 | 0 | · | -2 | 97 | 3 | 0.6 | -2 | -2
CCOC(=O)C1C(c2ccc(O)c(OC)c2)NC(=S)NC1(O)C(F)(F)F (centres undefined) | 7 | 0 | 101 | -3 | 99 | 6 | 0.9 | -2 | 1
O=C1CC(=O)N(Cc2ccco2)C(=O)N1 | -9 | 89* | 109 | 7 | 108 | -41 | -6.6 | -78 | -16
COc1ccc(NC(=O)CSc2nnc3ccc(-c4ccccn4)nn23)cc1 | 5 | 3 | 108 | -2 | 86 | 6 | -1.9 | -1 | 4
O=C(C1=C[C@@H](c2coc3ccccc3c2=O)C[C@@H](OCc2ccc(CO)cc2)O1)N1CCN(Cc2ccc3c(c2)OCO3)CC1 | 21 | 0 | 73 | -4 | 66 | 1 | 1.3 | 4 | -1
Cc1cc(S(=O)(=O)Nc2ccc3ccccc3c2)c(C)s1 | 5 | 0 | · | -2 | 88 | -1 | 0.4 | 5 | -4
COc1ccc(CNCc2cc(Cl)ccc2O)cc1 | -4 | 1 | 102 | 1 | 97 | 2 | · | 4 | -2
O=C(COC(=O)c1cc([N+](=O)[O-])ccc1N1CCOCC1)Nc1cccc(F)c1 | -12 | 0 | 91 | -1 | 92 | -8 | 0.9 | -7 | 2
Cc1ccc(C(=O)Nc2ccc3c(c2)OCCO3)c(Cl)c1 | 3 | 2 | 98 | -3 | 96 | 3 | -0.1 | 0 | 5
CC(C)CCNC(=O)C1CCCN(S(=O)(=O)c2ccc(F)cc2)C1 (centres undefined) | -1 | 0 | 104 | -1 | 99 | -1 | 1.5 | -5 | -1
O=C(Nc1ccc(N2CCN(C(=O)c3ccccc3)CC2)cc1)c1cccs1 | 10 | 0 | 98 | 3 | 97 | 6 | 3.1 | 3 | 5
CCNc1nc(NCC)nc(SCC(C)=O)n1 | 3 | 3 | 103 | 4 | 96 | 3 | -2.8 | -1 | 3
Cc1ccc(C(=O)Cn2cc([N+](=O)[O-])nc2C)cc1 | 2 | 9 | 101 | 1 | 100 | 2 | -1.4 | -4 | 6
CCOc1ccc(CCNC(=O)CCn2nc(C)c3c(C)n(-c4ccccc4)nc3c2=O)cc1 | 31 | 0 | 102 | 3 | 95 | 3 | 0.6 | 1 | 0
CCOC(=O)C1CCCN(C(=O)CSc2ccc(Br)cc2)C1 (centres undefined) | -3 | 0 | 100 | -3 | 99 | 4 | -2.0 | -2 | -1

Compound profiles, as listed above. Screens in order: VLA-4 inh | GRK2 aptamer HTS | AGP1 TOR yeast | Fam108B inh | CIT2 TOR yeast | Bcl-xL primary | MEX-5 binding | GLD-1 TGE inh | MCL1 BIM primary
O=C(NCc1cccs1)C1CC(=O)N(c2ccc(F)cc2)C1 (centres undefined) in the list: 3 | 1 | 106 | -1 | 95 | 5 | 1.6 | 4 | 3
Cc1ccccc1NC(=O)C(=O)c1cn(C)c2ccccc12 in the list: 9 | 0 | 106 | -6 | 102 | 3 | 2.4 | 4 | -2

Reprinted at random: four compounds from above
SMILES | VLA-4 inh | GRK2 aptamer HTS | AGP1 TOR yeast | Fam108B inh | CIT2 TOR yeast | Bcl-xL primary | MEX-5 binding | GLD-1 TGE inh | MCL1 BIM primary
CC(C)CCNC(=O)C1CCCN(S(=O)(=O)c2ccc(F)cc2)C1 (centres undefined) | -1 | 0 | 104 | -1 | 99 | -1 | 1.5 | -5 | -1
Cc1cc(S(=O)(=O)Nc2ccc3ccccc3c2)c(C)s1 | 5 | 0 | · | -2 | 88 | -1 | 0.4 | 5 | -4
CCNc1nc(NCC)nc(SCC(C)=O)n1 | 3 | 3 | 103 | 4 | 96 | 3 | -2.8 | -1 | 3
CCOc1ccc(CCNC(=O)CCn2nc(C)c3c(C)n(-c4ccccc4)nc3c2=O)cc1 | 31 | 0 | 102 | 3 | 95 | 3 | 0.6 | 1 | 0

Going on with the list.
SMILES | VLA-4 inh | GRK2 aptamer HTS | AGP1 TOR yeast | Fam108B inh | CIT2 TOR yeast | Bcl-xL primary | MEX-5 binding | GLD-1 TGE inh | MCL1 BIM primary
N#CC1=C(N)Oc2n[nH]c(-c3cccnc3)c2C1c1cc(F)ccc1F (centres undefined) | -11 | 5 | 85 | 2 | 98 | 8 | -0.7 | 7 | 8
COC(=O)c1cc(CNC(=O)C2CC(=O)N(c3ccc4c(c3)OCCO4)C2)ccc1OC (centres undefined) | 8 | 2 | 109 | · | 106 | · | · | 3 | ·
Cc1oncc1C(=O)N1CCCC(CO)(Cc2ccc(F)cc2F)C1 (centres undefined) | 10 | 4 | 97 | -1 | 100 | 8 | -0.5 | 2 | 3
CC(=O)Nc1ccc(Oc2cnc3ccccc3n2)cc1 | 0 | 0 | 105 | 3 | 101 | 6 | 2.2 | 0 | -7
Cc1cccc(C)c1OCC(=O)Nn1c(C)nc2ccccc2c1=O | 10 | 3 | 103 | -4 | 104 | 3 | 0.8 | -1 | -4
Cc1nn(Cc2ccccc2)c(C)c1NC(=O)c1cc(-c2ccc3c(c2)OCO3)on1 | 8 | 2 | 102 | -6 | 108 | -3 | 0.3 | -1 | -7
Cc1cccc(NC(=O)NCC(c2ccco2)N2CCCCC2)c1 (centres undefined) | 1 | 1 | 102 | 3 | 97 | 5 | 0.0 | -2 | -1
CCOC(=O)c1cnn(-c2cc(Oc3cccc(C)c3)ncn2)c1N | 14 | 1 | 97 | 6 | 101 | 10 | 0.0 | 3 | 5
CCOc1ccc(-c2cccc(NC(=O)COc3ccc(Cl)cc3)c2)nn1 | 1 | 0 | 98 | -1 | 99 | 6 | 0.0 | 1 | 2
CC(=O)Nc1ccc(SC(C)C(=O)NC2CCCC2)cc1 (centres undefined) | -11 | 0 | 101 | 0 | 102 | 1 | -0.5 | 2 | 1
CCOc1ccc(NS(=O)(=O)c2ccc(C(=O)N(C)CCc3ccc(OC)c(OC)c3)cc2)cc1 | -5 | 0 | 97 | 0 | 97 | 5 | -0.5 | 5 | 1
CCCN1C(=O)/C(=C/c2nc3ccccc3c(=O)[nH]2)c2cc(C)ccc21 | -2 | 3 | 90 | 3 | 79 | 4 | 0.8 | 3 | -1
COc1cc(OC)c(S(=O)(=O)N2CCOCC2)cc1S(=O)(=O)N1CCOCC1 | 4 | 1 | 107 | 4 | 103 | 4 | -1.6 | -1 | 5
Cc1cc(C)n2nc(SC3CCCCN(C(=O)c4ccc(F)cc4)C3=O)nc2n1 (centres undefined) | -4 | 0 | 96 | 4 | 80 | 0 | -1.2 | 8 | -1
COC(=O)c1c(NC(=O)COC(=O)CCc2ccc(S(=O)(=O)N3CCOCC3)cc2)sc2c1CCC2 | 19 | 6 | 101 | -3 | 95 | -3 | 0.3 | 2 | -11
COc1ccccc1CNC(=O)C1CC2Cn3c(nc4cc(C)c(C)cc43)C2N1C (centres undefined) | -12 | 5 | 87 | 1 | 92 | 2 | -2.6 | 1 | 5
C=C(C)Cn1c(SCC)nc2ccccc2c1=O | -6 | 4 | 91 | 3 | 96 | 2 | -0.5 | 7 | 3
COc1ccc(N(C(=O)C(C)C)S(=O)(=O)c2ccc(Cl)cc2)cc1 | 2 | 0 | 103 | -4 | 96 | 3 | -2.0 | -3 | 6
CCOC(=O)c1ccc(N2C(=O)[C@@H](c3ccccc3)[C@H]2c2ccccc2)cc1 | -8 | 0 | 94 | · | 97 | 4 | · | 9 | 3
O=C(NN1C(=O)C2C3c4ccccc4C(c4ccccc43)C2C1=O)c1ccccc1 (centres undefined) | 27 | 0 | 100 | 2 | 99 | 5 | 1.1 | 4 | -2
O=C(c1ccco1)N1CCCC(c2nc3c(nnn3Cc3c(Cl)cccc3Cl)c(=O)[nH]2)C1 (centres undefined) | 7 | 1 | 88 | 1 | 98 | 2 | 2.5 | 1 | 3
Cc1ccc(CNC(=O)C2CCCN(C(=O)Nc3ccc(F)cc3)C2)cc1 (centres undefined) | 3 | 1 | 105 | -3 | 106 | 1 | -0.9 | -2 | 1
Cc1c(C(c2cccc(Br)c2)c2c(C)n(C)n(-c3ccccc3)c2=O)c(=O)n(-c2ccccc2)n1C | 6 | 0 | 102 | 4 | 104 | 2 | 0.3 | -5 | -3
O=C(CN(c1ccc2c(c1)OCCO2)S(=O)(=O)c1ccccc1)Nc1ccc2c(c1)OCO2 | 0 | 2 | 96 | 7 | 82 | 4 | -6.6 | 6 | 3
CCn1c(SCC(=O)Nc2ccc3c(c2)OCO3)nc2c1c(=O)n(C)c(=O)n2C | 14 | 2 | 96 | 4 | 98 | 8 | -0.4 | 5 | 3
O=C(NNC(=O)c1ccc([N+](=O)[O-])cc1Cl)c1ccncc1 | 14 | 3 | 95 | 1 | 106 | 7 | 0.1 | 1 | 5
